NALP1 yeast inh = NALP1 inflammasome inhibitors in reconstituted yeast, colorimetric, S. cerevisiae, triplicate retest; S. cerevisiae NALP1/ASC/caspase-1 growth, X-gal OD620, 72 h; inhibition, % at 10 µM; hit rate 0.61% among 280,000; in the data active = inhibition mostly above about 24%, no sharp cut-off; inactive = mostly below about 32%; also: some compounds called inactive have numbers as strong as hits
MEKK2 WT-MEK5 = modulators of MEK5 binding to wildtype MEKK2, primary screen, biochemical, multiplex bead flow cytometry, Alexa488-MEK5; AID 1531, 2009; hit rate 1.1% among 290,000; binding response (% of control), % at 10 µM; Mitogen-activated protein kinase kinase kinase 2 (Homo sapiens), Q9Y2U5; Alexa488-MEK5 binding to MEKK2 WT; actives lie on both sides; in the data active = binding response below about 67% or above about 130%
GPR7 antag = GPR7 receptor antagonists, primary screen, cell-based, fluorescence, single concentration; Neuropeptides B/W receptor type 1 (Homo sapiens), P48145; GPR7-expressing cells, fluorescence antagonist assay; inhibition, % at 4.4 µM; hit rate 1.1% among 290,000; in the data active = inhibition above about 16%, passing the limit was not always enough;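 also: cells stimulated with the agonist NPW; 0% = agonist with vehicle and 100% = vehicle without agonist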
Target sequence (P48145 whole entry, looked up): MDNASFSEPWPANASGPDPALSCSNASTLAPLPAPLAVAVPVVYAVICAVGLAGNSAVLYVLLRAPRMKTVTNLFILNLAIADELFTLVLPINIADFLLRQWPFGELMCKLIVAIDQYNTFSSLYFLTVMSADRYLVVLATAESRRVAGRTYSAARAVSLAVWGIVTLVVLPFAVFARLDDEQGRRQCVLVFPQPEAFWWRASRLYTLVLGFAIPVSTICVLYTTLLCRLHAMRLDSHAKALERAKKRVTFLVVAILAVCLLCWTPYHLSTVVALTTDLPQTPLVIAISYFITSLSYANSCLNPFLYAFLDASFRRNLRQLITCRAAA
DNA FID counter = compounds displacing fluorescent DNA intercalator, primary screen, artefact control for HCV NS3 helicase inhibitor project, biochemical, FID fluorescence; DNA fluorescent intercalator displacement; inhibition, % at 7.9 µM; hit rate 0.17% among 290,000; in the data active = inhibition above about 37%;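 also: 0% = vehicle and 100% = reference compound; higher means more ethidium bromide displaced from hairpin DNA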
PfM18AAP inh = PfM18AAP inhibitors, malaria aminopeptidase, primary screen, biochemical, QFRET, recombinant enzyme; M18 aspartyl aminopeptidase (Plasmodium falciparum 3D7); AID 1822, 2009; hit rate 1.2% among 290,000; inhibition, % at 7.35 µM; H-Glu-NHMec fluorogenic cleavage;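 active = inhibition above the campaign mean inhibition over all tested compounds plus 3 SD, cut at about 28% in these data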;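 also: 0% = plate median of test compound wells and 100% = 2 mM ZnCl2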
PHOSPHO1 block = PubChem AID 1565 | Phosphoethanolamine/phosphocholine phosphatase (Homo sapiens), Q8TCT1 | recombinant PHOSPHO1, absorbance phosphatase assay | inhibition, % at 13.3 µM | hit rate 1.1% among 290,000; in the data active = inhibition above about 60%
Target sequence (Q8TCT1 whole entry, looked up): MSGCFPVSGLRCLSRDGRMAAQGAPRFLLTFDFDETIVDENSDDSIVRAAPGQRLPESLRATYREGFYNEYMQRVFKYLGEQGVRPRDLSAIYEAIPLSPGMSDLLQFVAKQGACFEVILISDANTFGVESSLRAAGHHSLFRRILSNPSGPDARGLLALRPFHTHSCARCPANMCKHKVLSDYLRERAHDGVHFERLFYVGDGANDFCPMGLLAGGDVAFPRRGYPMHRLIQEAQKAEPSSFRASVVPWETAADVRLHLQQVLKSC
MEKK2mut PB1 HTS = MEK5 binding signal on mutant MEKK2 PB1, primary screen, biochemical, multiplex bead flow cytometry, Alexa488-MEK5 | Alexa488-MEK5 binding to MEKK2 mutant | hit rate 0.35% among 290,000 | percent response, % at 10 µM | AID 1530, 2009; in the data active = percent response above about 24%, passing the limit was not always enough; also: inactives centre near 1; some results filed as inactive read as strong as hits; reference of the scale not given here
MEKK3 PB1 HTS = modulators of MEKK3-MEK5 PB1 binding, primary screen, biochemical, wildtype MEKK3, multiplex bead flow cytometry, Alexa488-MEK5; bead-based flow cytometry, Alexa488-MEK5 binding to MEKK3; actives lie on both sides; 0 = blocked by unlabeled MEK5, 100 = vehicle; Mitogen-activated protein kinase kinase kinase 3 (Homo sapiens), Q99759; binding response (% of control), % at 10 µM; hit rate 1.4% among 290,000; AID 1529, 2009;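 active = binding response more than 3 SD above or below the average of its plate-row segment, actives on both sides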;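 also: Alexa488 bead fluorescence after subtracting the streptavidin-only scavenger bead signal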
OXTR ag = human OXTR agonists, primary screen, fluorescence, CHO-OTR cells, Fluo-8 calcium; Oxytocin receptor (Homo sapiens), P30559; Fluo-8 calcium fluorescence; normalized: DMSO 0%, oxytocin 100%; activation, % at 3 µM; hit rate 0.32% among 320,000;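 active = activation above the mean of all tested compounds plus 3 SD, cutoff set per screening run, cut at about 20% in these data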;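 also: peak over basal fluorescence ratio from a 100 s FLIPR kinetic read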
Target sequence (P30559 whole entry, looked up): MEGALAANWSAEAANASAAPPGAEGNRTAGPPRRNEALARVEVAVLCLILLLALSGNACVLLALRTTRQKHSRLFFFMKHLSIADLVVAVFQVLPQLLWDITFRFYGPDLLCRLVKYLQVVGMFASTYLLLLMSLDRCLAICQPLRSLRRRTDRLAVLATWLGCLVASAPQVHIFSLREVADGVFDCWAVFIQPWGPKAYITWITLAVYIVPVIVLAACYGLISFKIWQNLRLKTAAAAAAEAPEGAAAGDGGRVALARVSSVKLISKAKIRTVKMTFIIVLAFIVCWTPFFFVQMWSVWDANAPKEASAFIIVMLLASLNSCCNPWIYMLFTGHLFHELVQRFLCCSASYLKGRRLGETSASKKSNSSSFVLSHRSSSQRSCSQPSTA
* = called active by the depositor.

CCOC(=O)c1cccc(NC(=O)COc2ccc([N+](=O)[O-])cc2)c1 was read as NALP1 yeast inh -4.8, MEKK2 WT-MEK5 103.0, GPR7 antag 8.3, DNA FID counter -2.6, PfM18AAP inh 0.9, PHOSPHO1 block 44.0, MEKK2mut PB1 HTS 2.0, MEKK3 PB1 HTS 104.0 and OXTR ag 1.0.
CC(=O)Cc1nsc(NC(=O)c2ccc(F)cc2)n1 was read as NALP1 yeast inh -0.6, MEKK2 WT-MEK5 99.0, GPR7 antag -9.4, DNA FID counter -2.9, PfM18AAP inh -2.6, PHOSPHO1 block 41.1, MEKK2mut PB1 HTS -2.0, MEKK3 PB1 HTS 102.0 and OXTR ag 2.1.
Screening Cc1ccc(N(CC(=O)NC2CCCCC2)S(=O)(=O)c2c(C)noc2C)cc1 returned NALP1 yeast inh 3.7, MEKK2 WT-MEK5 98.0, GPR7 antag -0.7, DNA FID counter -25.1, PfM18AAP inh -6.7, PHOSPHO1 block 2.1, MEKK2mut PB1 HTS 4.0, MEKK3 PB1 HTS 100.0 and OXTR ag -1.3.
`CC(=O)Nc1nc(C)c(Oc2ccccc2)c(=O)[nH]1` gave NALP1 yeast inh 4.3, MEKK2 WT-MEK5 99.0, GPR7 antag -12.4, DNA FID counter -0.3, PfM18AAP inh 0.3, PHOSPHO1 block 10.5, MEKK2mut PB1 HTS -1.0, MEKK3 PB1 HTS 100.0 and OXTR ag -0.4.
`CCN(CC)S(=O)(=O)c1cc(NC(=O)COC(=O)Cn2cnc3ccccc32)ccc1C` gave NALP1 yeast inh 23.8, MEKK2 WT-MEK5 92.0, GPR7 antag -4.2, DNA FID counter -3.3, PfM18AAP inh 0.7, PHOSPHO1 block -11.7, MEKK2mut PB1 HTS -4.0, MEKK3 PB1 HTS 92.0 and OXTR ag -0.9.
Screening C/C(=N\NC(=O)c1cc(C)oc1C)c1ccc(N2CCOCC2)cc1 returned NALP1 yeast inh -5.9, MEKK2 WT-MEK5 101.0, GPR7 antag 0.5, DNA FID counter -5.5, PfM18AAP inh -1.6, PHOSPHO1 block 57.8, MEKK2mut PB1 HTS -5.0, MEKK3 PB1 HTS 106.0 and OXTR ag -0.8.
CC1CCC(NC(=O)C2c3ccccc3C(=O)N2CCCN2CCOCC2)CC1 (stereo unspecified) was read as NALP1 yeast inh 11.8, MEKK2 WT-MEK5 109.0, GPR7 antag -8.2, DNA FID counter 4.8, PfM18AAP inh -3.6, PHOSPHO1 block -19.1, MEKK2mut PB1 HTS 0.0, MEKK3 PB1 HTS 102.0 and OXTR ag -0.4.
Screening C=CCN1C(=O)C(O)(CC(=O)c2ccccn2)c2ccccc21 (stereo unspecified) returned NALP1 yeast inh 3.4, MEKK2 WT-MEK5 101.0, GPR7 antag -12.2, DNA FID counter -2.6, PfM18AAP inh 4.9, PHOSPHO1 block -9.8, MEKK2mut PB1 HTS 1.0, MEKK3 PB1 HTS 103.0 and OXTR ag 0.1.
Cc1nnc(NC(=O)CSc2nnc(-c3ccoc3C)n2CC(C)C)s1 was read as NALP1 yeast inh 16.5, MEKK2 WT-MEK5 106.0, GPR7 antag -3.6, DNA FID counter -28.9, PfM18AAP inh -0.1, PHOSPHO1 block 30.9, MEKK2mut PB1 HTS 2.0, MEKK3 PB1 HTS 107.0 and OXTR ag -0.3.
Screening Cc1ccc2nc(-c3ccc(NC(=O)CCS(=O)(=O)c4ccccc4)cc3)sc2c1 returned NALP1 yeast inh 18.6, MEKK2 WT-MEK5 99.0, GPR7 antag -6.9, DNA FID counter -1.2, PfM18AAP inh -1.8, PHOSPHO1 block -20.6, MEKK2mut PB1 HTS 0.0, MEKK3 PB1 HTS 113.0 and OXTR ag 1.0.
Brc1cccc(OCCN2CCOCC2)c1 was read as NALP1 yeast inh 16.4, MEKK2 WT-MEK5 107.0, GPR7 antag -12.5, DNA FID counter -1.5, PfM18AAP inh -2.7, PHOSPHO1 block 44.4, MEKK2mut PB1 HTS 3.0, MEKK3 PB1 HTS 103.0 and OXTR ag 0.3.
`O=S(=O)(c1cccc(-c2n[nH]c(=S)n2C2CCCC2)c1)N1CCOCC1` gave NALP1 yeast inh -16.9, MEKK2 WT-MEK5 107.0, GPR7 antag -10.2, DNA FID counter -21.3, PfM18AAP inh 4.9, PHOSPHO1 block 3.5, MEKK2mut PB1 HTS 6.0, MEKK3 PB1 HTS 104.0 and OXTR ag 14.7.
Screening C=CCC1(N(C(C)=O)c2ccccc2)CCCCC1 returned NALP1 yeast inh -2.6, MEKK2 WT-MEK5 89.0, GPR7 antag -2.5, DNA FID counter -3.1, PfM18AAP inh -8.6, PHOSPHO1 block 49.9, MEKK2mut PB1 HTS -10.0, MEKK3 PB1 HTS 93.0 and OXTR ag -2.5.
For Cc1ccc2cccc(SCC(=O)NCC#N)c2n1 the results were NALP1 yeast inh 15.2, MEKK2 WT-MEK5 104.0, GPR7 antag -5.7, DNA FID counter 0.9, PfM18AAP inh -7.2, PHOSPHO1 block -9.8, MEKK2mut PB1 HTS -1.0, MEKK3 PB1 HTS 101.0 and OXTR ag -0.8.
COc1ccc(-c2c3c(nc4sc5c(Cl)nc(C)nc5c24)CCC3)cc1 was read as NALP1 yeast inh 11.2, MEKK2 WT-MEK5 105.0, GPR7 antag -7.4, DNA FID counter 1.0, PfM18AAP inh 3.3, PHOSPHO1 block -7.1, MEKK2mut PB1 HTS 7.0, MEKK3 PB1 HTS 109.0 and OXTR ag -1.1.

Filtered by structure, those above containing a furan ring, fused or not.
Screening C/C(=N\NC(=O)c1cc(C)oc1C)c1ccc(N2CCOCC2)cc1 returned NALP1 yeast inh -5.9, MEKK2 WT-MEK5 101.0, GPR7 antag 0.5, DNA FID counter -5.5, PfM18AAP inh -1.6, PHOSPHO1 block 57.8, MEKK2mut PB1 HTS -5.0, MEKK3 PB1 HTS 106.0 and OXTR ag -0.8.
Cc1nnc(NC(=O)CSc2nnc(-c3ccoc3C)n2CC(C)C)s1 was read as NALP1 yeast inh 16.5, MEKK2 WT-MEK5 106.0, GPR7 antag -3.6, DNA FID counter -28.9, PfM18AAP inh -0.1, PHOSPHO1 block 30.9, MEKK2mut PB1 HTS 2.0, MEKK3 PB1 HTS 107.0 and OXTR ag -0.3.

Next part:
Screening CCOc1ccccc1NC(=O)C(C)SCc1ccccc1 (stereo unspecified) returned NALP1 yeast inh 5.9, MEKK2 WT-MEK5 111.0, GPR7 antag -8.6, DNA FID counter -26.4, PfM18AAP inh -5.4, MEKK2mut PB1 HTS 6.0, MEKK3 PB1 HTS 105.0 and OXTR ag -1.7.
O=C(CSc1nc2ccccc2[nH]1)c1ccc2c(c1)OCO2 was read as NALP1 yeast inh 20.0, MEKK2 WT-MEK5 98.0, GPR7 antag -1.0, DNA FID counter 2.1, PfM18AAP inh 2.7, PHOSPHO1 block 29.0, MEKK2mut PB1 HTS -1.0, MEKK3 PB1 HTS 103.0 and OXTR ag -0.3.
For O=C(N/N=C/c1ccc(OCc2ccccc2)cc1)c1cc[n+](Cc2ccccc2)cc1 the results were NALP1 yeast inh 27.8, MEKK2 WT-MEK5 153.0*, GPR7 antag -11.2, DNA FID counter 12.6, PfM18AAP inh 6.6, PHOSPHO1 block 1.1, MEKK2mut PB1 HTS 21.0, MEKK3 PB1 HTS 97.0 and OXTR ag -0.3.
CC(=O)NCc1nc2ccccc2n1Cc1ccccc1F was read as NALP1 yeast inh -3.6, MEKK2 WT-MEK5 99.0, GPR7 antag -4.7, DNA FID counter -4.4, PfM18AAP inh 6.6, PHOSPHO1 block 16.0, MEKK2mut PB1 HTS 1.0, MEKK3 PB1 HTS 102.0 and OXTR ag 1.2.
Screening O=C(Oc1ccccc1)n1c(=S)oc2ccccc21 returned NALP1 yeast inh 3.0, MEKK2 WT-MEK5 108.0, GPR7 antag -12.8, DNA FID counter -0.1, PfM18AAP inh 11.8, PHOSPHO1 block 18.6, MEKK2mut PB1 HTS 3.0, MEKK3 PB1 HTS 104.0 and OXTR ag 0.5.
Screening CC1CCCCC1N=C1NC(C)(C)CS1 (stereo unspecified) returned NALP1 yeast inh 2.0, MEKK2 WT-MEK5 86.0, GPR7 antag -2.2, DNA FID counter 0.2, PfM18AAP inh -0.2, PHOSPHO1 block 20.2, MEKK2mut PB1 HTS -11.0, MEKK3 PB1 HTS 101.0 and OXTR ag 0.6.
For COc1ccccc1C(CCN(Cc1cccs1)C(C)=O)c1ccco1 (stereo unspecified) the results were NALP1 yeast inh -0.9, MEKK2 WT-MEK5 107.0, GPR7 antag -3.6, DNA FID counter -32.0, PfM18AAP inh -0.7, PHOSPHO1 block 9.2, MEKK2mut PB1 HTS 6.0, MEKK3 PB1 HTS 106.0 and OXTR ag -1.8.
CCNC(=O)c1c(C)[nH]c(C(=O)OCC)c1C was read as NALP1 yeast inh 0.2, MEKK2 WT-MEK5 98.0, GPR7 antag -0.1, DNA FID counter -4.5, PfM18AAP inh -11.1, PHOSPHO1 block -51.5, MEKK2mut PB1 HTS -1.0, MEKK3 PB1 HTS 100.0 and OXTR ag 0.9.
CC(C)Cc1cc(C(=O)NCCN2CCOCC2)no1 was read as NALP1 yeast inh 23.3, MEKK2 WT-MEK5 103.0, GPR7 antag -9.7, DNA FID counter 1.9, PfM18AAP inh 1.1, PHOSPHO1 block 2.0, MEKK2mut PB1 HTS 2.0, MEKK3 PB1 HTS 100.0 and OXTR ag 0.4.
Cc1cc(C)nc(NS(=O)(=O)c2ccc(N/C=C/C(=O)c3ccc(Cl)c(Cl)c3)cc2)n1 was read as NALP1 yeast inh 15.0, MEKK2 WT-MEK5 107.0, GPR7 antag -2.6, DNA FID counter 0.9, PfM18AAP inh -0.7, PHOSPHO1 block 11.7, MEKK2mut PB1 HTS 1.0, MEKK3 PB1 HTS 104.0 and OXTR ag -0.6.
O=C(NC1CC1)c1ccc2c(c1)C1C3CCC(C3)C1C(c1ccccc1)N2 (stereo unspecified) was read as NALP1 yeast inh 38.8, MEKK2 WT-MEK5 88.0, GPR7 antag 1.8, DNA FID counter -10.1, PfM18AAP inh -0.8, PHOSPHO1 block 3.9, MEKK2mut PB1 HTS -3.0, MEKK3 PB1 HTS 86.0 and OXTR ag -1.7.
CC(Sc1nc(N)c(NC(=O)c2ccc(Br)o2)c(=O)[nH]1)C(=O)O (stereo unspecified) was read as NALP1 yeast inh -0.5, MEKK2 WT-MEK5 114.0, GPR7 antag -12.1, DNA FID counter 3.4, PfM18AAP inh 4.7, PHOSPHO1 block 31.3, MEKK2mut PB1 HTS 11.0, MEKK3 PB1 HTS 104.0 and OXTR ag 0.3.
O=C(Nc1ncccn1)c1ccc(C(F)(F)F)cc1 was read as NALP1 yeast inh 27.6, MEKK2 WT-MEK5 103.0, GPR7 antag -1.7, DNA FID counter 2.6, PfM18AAP inh -5.5, PHOSPHO1 block -9.8, MEKK2mut PB1 HTS -2.0, MEKK3 PB1 HTS 102.0 and OXTR ag 0.4.
`CC(=O)Oc1ccccc1C1=NN(C(C)=O)C(c2ccccc2)C1` (stereo unspecified) gave NALP1 yeast inh 10.1, MEKK2 WT-MEK5 102.0, GPR7 antag -12.0, DNA FID counter -15.3, PfM18AAP inh -1.5, PHOSPHO1 block 22.6, MEKK2mut PB1 HTS 4.0, MEKK3 PB1 HTS 106.0 and OXTR ag -1.3.
